Bioassay records as filed in PubChem.
TGFb inhibitor – TGF-b pathway inhibition. HepG2 CAGA-GFP TGF-b/SMAD3 reporter, GFP fluorescence, 18 h; TGF-beta stimulated, 500 pg/mL final. actives 1.2% (n = 410,000). AID 588855. Potency, µM (titrated, usually from 46.1 µM), inactives show at the top dose activity, negative = inhibition, actives largely listed as inhibitors; also: potency is read from the fitted curve at half-maximal effect; % is scaled to controls: 0 for no effect and ±100 for the full control effect; nearly all actives have a fitted effect of over 65% in size
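HEPG2 CAGA-GFP, 1000 cells/well; 2 h settle, 37 C; cpd via pin tool; TGF-b 500 pg/mL final; 18 h, 37 C; GFP imaging ex488/em500-530; %Activity normalised to -TGF-b and +DMSO controls; CRC fit, curve class.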
Nrf2 inh – Nrf2 pathway inhibition; Potency, µM (highest dose often 46 µM), for the others: at the top dose activity change, negative = inhibition, most hits filed as inhibitors; AID 504444; A549 ARE-Fluc reporter, luciferase luminescence, 18-24 h; actives 2.1% (n = 360,000); also: potency is read from the fitted curve at half-maximal effect; % is scaled to controls: 0 for no effect and ±100 for the full control effect; nearly all actives have a fitted effect of over 60% in size
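Reporter: ARE-Fluc in A549. Exposure: 18-24 h, 37 °C, 5% CO2, 5% FBS OPTI-MEM. Readouts: fluorescent cytotoxicity (CellTiter-Fluor), then luminescent Nrf2 signal after BugLite.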
HepG2 tox – counter-screen for TGF-b inhibitors: cytotoxicity in HepG2 cells; AID 588856; HepG2 CAGA-GFP viability, ATP luminescence, 18 h; Potency, µM (doses to about 46.1 µM), without a hit: at the top dose activity change, negative = cytotoxicity, actives largely listed as cytotoxic; actives 0.76% (n = 410,000); also: potency is read from the fitted curve at half-maximal effect; some results filed as inactive show a strong effect at the top dose
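HepG2 CAGA-GFP cells (1000/well, DMEM with 1% FBS) received compound, then TGF-beta at 500 pg/mL final, and were incubated 18 hours at 37 degrees C. Viability was read by CellTiter-Glo luminescence. Media-only wells were set as complete cell-killing and DMSO as no toxicity.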
Mm-Cpn inhibitor – inhibitors of Methanococcus maripaludis chaperonin (MmCpn); actives 0.031% (n = 330,000); purified Mm-Cpn ATPase, ADP Transcreener TR-FRET; Potency, µM (doses to about 76.9 µM), for inactives: at the top dose activity, negative = inhibition, actives largely listed as inhibitors; AID 504842; also: potency is read from the fitted curve at half-maximal effect; % is scaled to controls: 0 for no effect and ±100 for the full control effect; nearly all actives have a fitted effect of over 80% in size
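Measured: ADP formation by purified Mm-CPN. Conditions: 25 nM protein, 10 uM ATP, Tris pH 7.4 with Mg2+, K+ and DTT, 37°C for 30 min. Detection: Transcreener HTRF after 30 min at room temperature.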
Nrf2 ARE act – activates Nrf2 signaling. AREc32 ARE-luciferase reporter (MCF7-derived line), luminescence, 24 h. Potency, µM (titrated, usually from 46.1 µM), for the others: top-dose activation, hits mostly activators. actives 0.31% (n = 410,000). AID 624171; also: potency is read from the fitted curve at half-maximal effect; % of control where 0% means no effect; nearly all actives have a fitted effect of over 65% in size
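Quantitative high-throughput format: AREc32 reporter cells, 1000 per well, received compound by pin transfer and were incubated 24 hr at 37 deg C, 5% CO2, before Steady-Glo luminescence detection.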
A549 tox – kills or reduces viability of A549 cells in Nrf2 counter-screen; actives 0.16% (n = 390,000); Potency, µM (top dose mostly 46 µM), without a hit: top-dose activity change, negative = cytotoxicity, most hits filed as inhibitors; AID 504648; A549 ARE-Fluc cells, CellTiter-Fluor viability, 18-24 h; also: potency is read from the fitted curve at half-maximal effect; % is scaled to controls: 0 for no effect and ±100 for the full control effect
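A549 ARE-Fluc cells in 5% FBS OPTI-MEM, 5000 cells/well, rested 2 h then exposed to compounds in concentration-response for 18-24 h at 37 °C. Viability by CellTiter-Fluor fluorescence (Ex 405/Em 525) after 30 min; luciferase luminescence (BugLite, 15 min, RT) read afterwards.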
CCT modulator – changes cytosolic chaperonin activity; purified chaperonin ATPase assay, HTRF ADP detection, 30 min; activity change, % (concentration not given with the values), hits read low; actives 0.3% (n = 360,000); AID 651819; in the data active = activity change below about -30%; also: % is scaled to controls: 0 for no effect and ±100 for the full control effect
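TRiC at 40 or 20 nM final (batch-dependent) in 30 mM Tris pH 7.4, 100 mM KCl, 5 mM MgCl2, 1 mM DTT, with compound at single 76 uM and 10 uM ATP, 30 min at 37 deg C. ADP detected by HTRF Transcreener, 665/615 ratio.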
pAkt inh – Akt phosphorylation inhibition | actives 0.32% (n = 360,000) | Neuro2A IGF-stimulated pAkt S473 HTRF, 20 min; hits give low values | activity change, % for hits at 50 µM | AID 651550; in the data active = activity change below about -80%; inconclusive = mostly about -51% to -80%; also: % is scaled to controls: 0 for no effect and ±100 for the full control effect
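Neuro2A cells (4,500/well, DMEM with 0.5% FBS) were treated with compound at a single 50 µM final concentration, stimulated with 6 nM IGF for 20 min at 37 °C, and lysed. Phospho-Akt Ser473 was read by HTRF as 665/615 ratio ×10^4.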
S2 tox – cell viability loss in ATXN counter-screen. S2 cells (HEK-293 line with an ATXN2-luciferase reporter) viability, CellTiter-Fluor protease fluorescence, 24 h. Potency, µM (top dose mostly 56.7 µM), hits mostly cytotoxic. actives 0.49% (n = 400,000). AID 651635; also: potency is read from the fitted curve at half-maximal effect; nearly all actives have a fitted effect of over 40% in size
* = called active by the depositor; i = inactive; ? = inconclusive; . = no result given; & = joins results of further samples. Unless noted, calls follow the shape of the dose curve; as a rule, active = well fitted curve in the direction sought with a large enough effect; inconclusive = small, poorly fitted or top-dose-only effect, or another doubt; inactive = no such curve, though single readings can be large; an effect the other way counts as inactive or inconclusive. Compounds were not picked by outcome; overall some 4.4% were active at least once.

SMILES	TGFb inhibitor	Nrf2 inh	HepG2 tox	Mm-Cpn inhibitor	Nrf2 ARE act	A549 tox	CCT modulator	pAkt inh	S2 tox
C=CC(C)(C)c1cc2cc3ccoc3cc2oc1=O	0%	-25%	-20%	1%	5.5%	6%	0.1	i	i
CCCOC(=O)Nc1nnc(CCC)s1	5%	6%	-1%	0%	0.7%	2%	1.4	i	i
O=C(C[n+]1ccccc1)Nc1ccccc1Br	4%	7%	-3%	0%	-1.0%	-12%	0.1	i	i
COc1ccc(/C(C)=N/NC(=O)Cc2c(C)nc(C)[nH]c2=O)cc1	6%	1%	-6%	0%	0.1%	6%	0.4	i	i
CCN(CC)C(=O)CSc1nnc(-c2cccs2)n1Cc1ccco1	?	-6%	1%	0%	-0.8%	-2%	-2.4	.	i
O=C(CCS(=O)(=O)Cc1ccccc1F)NCCc1ccc(Cl)cc1	-2%	-5%	1%	2%	0.0%	1%	-0.6	i	i
N#Cc1ccc(NC(=O)COC(=O)CCc2nc3ccccc3c(=O)[nH]2)cc1	-28%	0%	-4%	1%	0.1%	1%	-1.3	i	i
COc1ccc(CCN2CC(C(=O)Nc3nccs3)CC2=O)cc1OC (stereo not drawn)	13%	5%	6%	0%	0.0%	-1%	1.9	i	?
Cc1ccc(N2CCn3c2nc2c3c(=O)n(Cc3cccc(Cl)c3)c(=O)n2C)cc1C	-29%	?	4%	.	-1.0%	3%	.	.	.
O=C(CN1C(=O)S/C(=C\c2ccccc2F)C1=O)NCCCn1ccnc1	0%	?	-6%	0%	3.7%	-4%	-0.6	i	i
C(=N\NC1=Nc2cccc3cccc1c23)/c1ccccn1	2µM*	22%	1%	-8%	?	?	0.6	i	?
COc1cccc(CNC(=O)COC(=O)c2ccc(S(C)(=O)=O)c([N+](=O)[O-])c2)c1	?	17%	-22%	.	.	0%	.	.	.
CCc1nc2ccc(C(=O)N3CCN(c4ccc(Cl)cc4)CC3)cc2nc1CC	-13%&8%	?	-16%&-6%	0%	-0.2%&5.3%	-18%&1%	0.4	i	i
Cn1cc(C(=O)NCc2ccc(F)cc2)c(=O)c2cc(S(=O)(=O)N3CCCCC3)ccc21	-15%&-1%	-6%&-10%	2%&-17%	-4%	-0.4%&0.6%	3%&0%	-1.1	i	i
COc1ccccc1NC(=O)CN1C(=O)C(c2ccc(F)cc2)=NC12CCCCC2	.	16µM*	-30%	.	3.6%	-6%	.	.	.
C1=C(C(c2nnnn2C2CCCCC2)N2CCCCC2)COc2ccccc21 (stereo not drawn)	4%	4%	5%	0%	0.0%	-4%	-2.3	i	i
CCN(CC)S(=O)(=O)c1cc(C(=O)Nc2cc(S(=O)(=O)N3CCOCC3)ccc2N2CCN(C)CC2)ccc1C	-1%	-5%	-21%	.	0.4%	-5%	2.0	i	i
CCOC(=O)C1=C(COC(=O)C2CC(=O)N(c3ccc(CC)cc3)C2)NC(=O)NC1C (stereo not drawn)	9%	8%	8%	-2%	-0.1%	-2%	-1.2	i	i
CN1CCN(C(=O)C2=C[C@H](c3csc4ccccc34)C[C@H](OCCCCO)O2)CC1	6%	8%	12%	.	2.5%	-8%	0.5	i	i
CN1CCC(C)(C(=O)Nc2cccc(Oc3ccccc3)c2)C1 (stereo not drawn)	-2%	.	-14%	.	0.7%	.	-1.7	i	i

Record cards, from the list above.
CCOC(=O)C1=C(COC(=O)C2CC(=O)N(c3ccc(CC)cc3)C2)NC(=O)NC1C (stereo not drawn) is listed with TGFb inhibitor: 9%; Nrf2 inh: 8%; HepG2 tox: 8%; Mm-Cpn inhibitor: -2%; Nrf2 ARE act: -0.1%; A549 tox: -2%; CCT modulator: -1.2; pAkt inh: i; S2 tox: i
CCN(CC)S(=O)(=O)c1cc(C(=O)Nc2cc(S(=O)(=O)N3CCOCC3)ccc2N2CCN(C)CC2)ccc1C is listed with TGFb inhibitor: -1%; Nrf2 inh: -5%; HepG2 tox: -21%; Mm-Cpn inhibitor: .; Nrf2 ARE act: 0.4%; A549 tox: -5%; CCT modulator: 2.0; pAkt inh: i; S2 tox: i

Next part
SMILES	TGFb inhibitor	Nrf2 inh	HepG2 tox	Mm-Cpn inhibitor	Nrf2 ARE act	A549 tox	CCT modulator	pAkt inh	S2 tox
O=C(COc1ccccc1Cl)N1CCN(c2ccccn2)CC1	-8%	13%	-21%	-1%	0.2%	-1%	1.9	i	i
CCCCOc1ccc(NC(=O)CCSc2nccn2C)cc1	-17%	0%	4%	-1%	2.3%	7%	-3.5	i	i
CCOC(=O)n1c2ccccc2c(=O)n1CCO	0%	.	-2%	.	-0.9%	.	-33*	i	i
Nc1ccn(Cc2ccccc2)n1	4%	-6%	9%	2%	-0.3%	2%	-4.2	i	i
Cc1ccc(Nc2nnc(SCC(=O)Nc3cccc(S(=O)(=O)NC4=NCCCCC4)c3)s2)cc1	-25%	?	-11%	0%	2.9%	-8%	-0.2	i	i
COc1cc(C(C)=O)ccc1OCC(O)CN1CCN(c2c(C)cccc2C)CC1 (stereo not drawn)	-10%	-4%	-34%	-1%	-0.1%	-2%	0.4	i	?
CC(=N\Nc1ccc(Cl)cc1)/C(=N/O)C(=O)Nc1ccccc1	0%	.	-17%	2%	20%	-2%	1.1	i	i
CN(Cc1nc2ccccc2c(=O)[nH]1)C(=O)c1ccc(NC(=O)CSc2nnnn2C)cc1	-1%	12%	-27%	-1%	-0.8%	17%	-3.0	i	i
COc1ccc(C(=O)N/C(=C\c2cccc3ccccc23)C(=O)NCCc2c[nH]c3ccccc23)cc1OC	0%	.	-5%	-5%	0.5%	0%	-0.6	i	i
CCOCCCn1c(SCc2nc3ccccc3s2)nc2ccccc2c1=O	-4%	?	-16%	-3%	5.8%	-6%	-2.9	i	?
CC(=O)Nc1cccc(-c2ccnc3c2CC(C(=O)NCc2ccc(N4CCN(C)CC4)cc2)O3)c1 (stereo not drawn)	-1%	.	-7%	.	5.2%	.	1.6	i	i
CCCCNC(=S)NCCN1CCN(C(=S)NCCCC)CC1	1%	0%	-2%	-4%	2.9%	-1%	-1.6	i	i
COc1cc(C(=O)N(C(C)C)C2CCCCC2)cc(OC)c1OC	0%	.	0%	.	-0.5%	.	-2.0	i	?
CCN(CC)CCn1c(C)nc2c(sc3nc4c(cc32)COC(C)(C)C4)c1=O	13%	?	-19%	0%	2.5%	1%	2.5	i	.
Cc1ccc(C(=O)Nc2nnc(-c3cccs3)s2)cc1C	14%	?	-20%	1%	13%	-11%	-29	i	i
CCn1cc(C(=O)OCC(=O)NCc2ccccc2Cl)c(=O)c2ccc(C)nc21	-7%	?	-1%	2%	3.3%	-1%	-1.6	i	i
CCCCC(=O)N(C)c1c(CC)nc2c(OCC(=O)N(C)C)cccn12	3%	.	10%	.	0.7%	.	0.2	i	i
Cc1ccc(S(=O)(=O)/N=S(/c2ccccc2)C(C)C)cc1 (stereo not drawn)	0%	-15%	-11%	-4%	0.4%	-5%	-0.1	i	i
O=C(CN1CC(=O)Oc2ccccc21)OCC(=O)c1ccc(Br)cc1	-11%	-23%	-27%	.	13µM*	?	-1.4	i	?
Cc1cccc(N2CCN(S(=O)(=O)c3ccc4c(c3)CCCN4C(=O)C3CCC3)CC2)c1C	-24%&-2%	?	-5%&-13%	1%	0.5%&0.5%	3%&4%	-0.4	i	?
O=C(c1ccco1)c1cn(CC(=O)N2CCCc3ccccc32)c2ccccc12	6%	-23%	2%	?	?	-8%	-0.6	i	?
C=CCn1c(SCC(=O)N2CCC(C)CC2)nc2c([nH]c3ccccc32)c1=O	-29%	.	-54%	.	5.8%	.	-1.6	i	i
Cc1ccccc1-n1c(SCC(=O)NCc2cccs2)nc2ccccc2c1=O	-1%	6%	-16%	-3%	0.0%	-8%	0.1	i	?
COc1ccc2oc(=O)c(-c3cn4c(n3)sc3cc(OC)ccc34)cc2c1	6%	.	2%	.	0.4%	5%	.	.	.
O=C(NC(Cc1ccc(O)cc1)C(=O)O)c1ccc2c(c1)OCO2 (stereo not drawn)	18%	9%	18%	1%	-1.0%	-3%	1.8	i	i
O=C(Cn1nnc(-c2ccc(F)cc2)n1)N1CCCCC1	-2%	14%	13%	-1%	0.0%	-1%	0.6	i	i
O=C(O)C1CC(=O)n2c(nc3ccccc32)S1 (stereo not drawn)	3%	1%	-5%	3%	3.9%	-2%	-4.0	i	i
Cc1ccccc1CS(=O)(=O)CCC(=O)NCCCN1CCN(c2ccccc2F)CC1	17%	-8%	1%	1%	-0.2%	-1%	-0.5	i	i
COCCCNC(=O)CSc1nc2ccccc2c(=O)n1Cc1ccc2c(c1)OCO2	1%	-16%	-42%	0%	-0.6%	-11%	-0.6	i	i
CCN(CC)CCN(C(=O)Cn1nnc(-c2ccc(C)o2)n1)C(C(=O)NC(C)(C)C)c1cccs1 (stereo not drawn)	-3%	11%	-15%	0%	1.8%	-1%	1.3	i	i
CCO[C@H]1OC(C(N)=O)=C[C@@H](c2coc3ccccc3c2=O)[C@@H]1CCCO	-5%	0%	-13%	.	3.5%	9%	-1.9	i	i
O=C(CN(CC1CCCO1)C(=O)CNS(=O)(=O)c1ccccc1)NCCc1ccccc1 (stereo not drawn)	13%	2%	18%	0%	-0.2%	4%	-1.1	i	i
O=C(CCCn1c(=O)c2ccccc2n(CC(=O)NCc2ccco2)c1=O)NCc1ccco1	15%	.	16%	1%	0.3%	7%	-4.0	i	i
O=C(Nc1cccs1)Nc1cccnc1Cl	13%	0%	-1%	5%	11µM*	2%	2.3	i	i
O=C1CCCC[C@@H](O)[C@H](O)C[C@H](c2ccccc2)O1	.	.	.	.	-1.0%	.	0.7	i	i
